# ADAM10 inh = inhibitors of human ADAM10 | AID 720582 | inhibition, % at 7 µM | recombinant ADAM10, EDANS/DABCYL FRET peptide cleavage, 3 h | O14672 | hit rate 0.62% among 370,000;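 active = inhibition above a per-campaign cutoff equal to the mean of compounds falling between control-based bounds plus 3 SD, cut at about 20% in these data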;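 also: 0% = DMSO wells while the 100% control is not disclosed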
# ADAM17 inh = inhibits human ADAM17. recombinant ADAM17, EDANS/DABCYL FRET peptide cleavage. inhibition, % at 6.95 µM. hit rate 0.83% among 370,000;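 active = inhibition above the mean of compounds lying between control limits plus 3 SD, set per campaign, cut at about 8.5% in these data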;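 also: 0% = DMSO-only wells as the low control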
# PLCg1 inh = inhibitors of human phospholipase C gamma1; inhibition, % at 12.2 µM; P19174; hit rate 0.84% among 370,000; AID 720700; purified PLC-gamma1, fluorogenic substrate, fluorescence; in the data active = inhibition above about 9.5%
# SIAE primary = blocks human sialic acid acetylesterase. SIAE FP-Rh probe binding, fluorescence polarization. inhibition, % at 9.66 µM. hit rate 0.69% among 370,000. AID 1053197;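 active = inhibition above a cutoff: mean of compounds within the control limits plus 3 SD of those, cut at about 17% in these data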;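 also: 0% = plate median of compound wells and 100% = probe without SIAE protein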
# ASAP1 GAP inh = ASAP1 ArfGAP inhibition. Q9ULH1. ASAP1-stimulated ARF1 GTP hydrolysis, GDP FP detection. inhibition, % at 16.5 µM. hit rate 0.19% among 360,000. AID 624377; in the data active = inhibition above about 25%;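 also: 0% = vehicle with enzyme and substrate and 100% = no enzyme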
# Target sequence (Q9ULH1 325-724 limits assumed): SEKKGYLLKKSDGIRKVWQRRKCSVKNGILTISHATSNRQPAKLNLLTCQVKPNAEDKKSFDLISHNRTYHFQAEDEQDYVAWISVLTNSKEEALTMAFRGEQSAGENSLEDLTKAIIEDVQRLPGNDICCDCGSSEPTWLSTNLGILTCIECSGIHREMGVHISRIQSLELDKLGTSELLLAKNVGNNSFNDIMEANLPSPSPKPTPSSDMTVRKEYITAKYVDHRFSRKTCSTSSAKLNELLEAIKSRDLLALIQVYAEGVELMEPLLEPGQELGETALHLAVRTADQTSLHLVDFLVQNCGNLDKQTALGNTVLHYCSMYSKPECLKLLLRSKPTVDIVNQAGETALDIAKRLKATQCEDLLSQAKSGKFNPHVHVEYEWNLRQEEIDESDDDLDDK
# DDE Tn6 FP inh = inhibitors of Tn6 peptide binding to human fibrin DD(E). P02675. Fibrin DD(E) TRITC-Tn6 fluorescence polarization displacement. AID 720509. hit rate 0.21% among 370,000. inhibition, % at 8.3 µM;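 active = inhibition above a per-campaign cutoff: mean of compounds within control limits plus 3 SD, cut at about 15% in these data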;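 also: 0% = median of all compound wells on the plate and 100% = blocking peptide control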
# TDP2 inh = TDP2 (human) inhibition, absorbance primary screen; AID 720702; hit rate 0.34% among 370,000; recombinant TDP2, T5PNP hydrolysis, p-nitrophenol absorbance 415 nm; inhibition, % at 12.8 µM;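 active = inhibition above the mean of all tested compounds plus 3 SD, set per campaign, cut at about 25% in these data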;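 also: 0% = DMSO with enzyme and 100% = buffer with substrate but no TDP2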
# Target sequence (O95551 whole entry, looked up): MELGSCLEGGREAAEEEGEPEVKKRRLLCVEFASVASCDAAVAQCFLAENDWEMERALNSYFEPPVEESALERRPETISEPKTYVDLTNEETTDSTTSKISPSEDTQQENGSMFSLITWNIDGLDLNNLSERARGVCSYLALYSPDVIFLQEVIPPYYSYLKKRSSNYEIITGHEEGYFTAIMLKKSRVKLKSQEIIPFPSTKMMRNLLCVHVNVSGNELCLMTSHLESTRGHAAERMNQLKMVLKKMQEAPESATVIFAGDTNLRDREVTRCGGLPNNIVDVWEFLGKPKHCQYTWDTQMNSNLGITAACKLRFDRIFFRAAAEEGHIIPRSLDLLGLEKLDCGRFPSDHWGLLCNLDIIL
#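 test system = human TDP2 enzyme | input = TDP2 enzyme at 120 nM final | medium = 50 mM Tris-HCl pH 7.5 with Mg2+, KCl, DTT, BSA | also added = T5PNP substrate, 5 mM | times = 2 h at 37 °C | technique = epi absorbance | benchmarks = high control without enzyme, low control DMSO plus TDP2 | replication = each compound tested once, singlicate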
# PLC-beta3 inh = PLC-beta3 (human) inhibition, primary screen; Q01970; Purified PLC-beta3, fluorogenic substrate, fluorescence; inhibition, % at 12.2 µM; hit rate 0.18% among 370,000; in the data active = inhibition above about 11%;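 also: 0% = median of compound wells on plate and 100% = full blocker control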
# ARFGAP1 inhibitor = inhibits rat ARF GTPase activating protein 1; Q62848; Arfgap1-stimulated ARF1 GTP hydrolysis, GDP FP detection; inhibition, % at 16.5 µM; hit rate 0.26% among 360,000;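 active = inhibition above a per-plate limit, mean inhibition of low control wells plus 3 SD, cut at about 25% in these data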;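 also: 0% = DMSO wells with enzyme and 100% = wells lacking Arfgap1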
# Target sequence (Q62848 1-136 limits assumed): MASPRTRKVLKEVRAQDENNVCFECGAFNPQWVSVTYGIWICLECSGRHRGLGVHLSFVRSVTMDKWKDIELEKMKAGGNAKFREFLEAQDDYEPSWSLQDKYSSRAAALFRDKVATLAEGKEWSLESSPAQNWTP
#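 Repeats: one replicate per compound; assay system: rat Arfgap1 catalytic domain, aa 1-136; times: enzyme reaction 120 min at 25 °C after 20 min preincubation; detection: FP of antibody-bound GDP Alexa 633 tracer, ex 620/em 688 nm; benchmarks: high control wells lacking Arfgap1, low control full reaction with DMSO; reagent: human ARF1(Δ1-17)-GTP substrate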
# Tn7 DDE FP = DD(E)-Tn7 binding inhibition, primary FP screen; AID 720508; hit rate 0.13% among 370,000; FP displacement of FITC-Tn7 peptide from fibrin DD(E); 0% = median of compound wells per plate; inhibition, % at 8.3 µM;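 active = inhibition above the mean of compounds falling within the control limits plus 3 SD of them, cut at about 14% in these data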;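 also: 0% = plate median of compound wells and 100% = 10 µM Aha-Tn7 peptide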
#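 Assay system: human fibrin DD(E) protein / Input: 2 µM fibrin DD(E) / Benchmarks: high control of 10 µM Aha-Tn7 peptide / Measured by: fluorescence polarization of the labelled Tn7 tracer / Medium: Tris buffer with calcium and detergent, pH 7.8 / Timing: 10 min compound pre-incubation, 3 h probe incubation at room temperature / Repeats: one replicate per compound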
# * = called active by the depositor; i = inactive.
SMILES,ADAM10 inh,ADAM17 inh,PLCg1 inh,SIAE primary,ASAP1 GAP inh,DDE Tn6 FP inh,TDP2 inh,PLC-beta3 inh,ARFGAP1 inhibitor,Tn7 DDE FP
COc1ccc(N=Cc2c(C)[nH][nH]c2=O)cc1,7,8.8*,9.9*,-1,6,-8,-21,8,9,0
C=CCn1c(C)c(C(C)=O)cc(NC(=O)c2ccccc2)c1=O,1,2,3,5,-3,3,-4,1,-4,-2
CN(C)C(=O)CCc1ccc2c3c([nH]c2c1)[C@]1(CCC2CCCC2)[C@@H](C(=O)N2CCOCC2)C[C@H](CC(=O)NCC24CC5CC(CC(C5)C2)C4)C(=O)N1CC3,5,-4,1,-5,-3,0,6,1,-9,0
COc1ccc(C2(c3ccc(OC)cc3)NC(=O)N(CC(=O)Nc3ccccc3C(F)(F)F)C2=O)cc1,21*,8,5,-7,15,1,-22,-1,8,6
COc1ccc(-c2cc(C(=O)O)no2)cc1,-11,-11,-20,-9,-6,-11,5,-24,8,5
COC(=O)c1ccc(COc2ccc(/C=N/NC(N)=S)cc2)o1,6,0,4,1,0,4,21,-5,-9,4
O=C(COC(=O)Cc1c[nH]c2ccccc12)Nc1c(Cl)cccc1C(F)(F)F,-8,5,0,2,6,2,5,0,2,-6
Cc1ccc(NC(=O)CSc2nc(=O)n(CCCN(C)C)c3c2CCC3)c(C)c1,-6,-1,-2,1,-7,6,3,0,-5,6
COC(=O)C(Cc1ccccc1)OS(N)(=O)=O (configuration not stated),-4,-3,3,3,6,-18,-3,-1,-5,5
COCCNC(=O)c1ccc2c(c1)nc(C)n2-c1cccc(F)c1,-1,-3,2,1,9,-1,12,1,2,-1
CSc1nc(N)nc(-c2cccs2)c1C#N,2,0,-29,-9,2,4,8,-30,-1,1
CCC1CCCCN1C(=O)Cn1nc([N+](=O)[O-])c(Cl)c1C (configuration not stated),-4,3,1,2,-1,6,-7,2,-4,0
Cc1cccn2c(=O)c3cc(C(=O)NC4CCS(=O)(=O)C4)sc3nc12 (configuration not stated),i,i,-480,-6,4,-9,-2,i,-2,-7
COC(=O)[C@]12CCCCC=C1N(CCC1=CCCCC1)C(=O)[C@H](CC(=O)NCc1cccc3ccccc13)C2,-1,-1,2,-9,3,-3,-4,2,8,0
Cc1ccc(C)c(NC(=S)NC2CC3CCCC(C2)N3CC(C)C)c1 (configuration not stated),-12,-4,0,0,-2,-3,10,-1,5,2

# One compound at a time, as listed above. Order of screens: ADAM10 inh | ADAM17 inh | PLCg1 inh | SIAE primary | ASAP1 GAP inh | DDE Tn6 FP inh | TDP2 inh | PLC-beta3 inh | ARFGAP1 inhibitor | Tn7 DDE FP
# `CCC1CCCCN1C(=O)Cn1nc([N+](=O)[O-])c(Cl)c1C` (configuration not stated) in the list: -4 | 3 | 1 | 2 | -1 | 6 | -7 | 2 | -4 | 0
# `COC(=O)c1ccc(COc2ccc(/C=N/NC(N)=S)cc2)o1` in the list: 6 | 0 | 4 | 1 | 0 | 4 | 21 | -5 | -9 | 4

# (listing goes on)
SMILES,ADAM10 inh,ADAM17 inh,PLCg1 inh,SIAE primary,ASAP1 GAP inh,DDE Tn6 FP inh,TDP2 inh,PLC-beta3 inh,ARFGAP1 inhibitor,Tn7 DDE FP
CN(c1ccccc1C(=O)O)S(=O)(=O)c1ccc2c3c(cccc13)C(=O)N2,-62,-21,-40,-2,-23,-3,-4,-67,3,3
c1ccc2c(c1)CNc1ccccc1C2,-24,-6,-4,-3,-14,-5,-6,-9,2,0
O=C(c1cc(COc2ccc(F)cc2F)on1)N1CCN(C(=O)c2ccco2)CC1,-4,-3,-4,-2,6,-6,9,-10,9,-2
C[C@@H]1COc2cccc(N(C)CCO)c2S(=O)(=O)N1,-15,-3,-2,-3,-5,6,-3,0,-14,8
COc1ccc(N(C(=O)c2csnn2)C(C(=O)NC2CCCC2)c2ccccc2)cc1 (configuration not stated),6,-2,-2,-1,-1,-2,11,-6,0,4
Cn1c(=S)n(/N=C/c2cccs2)c2ccccc21,-4,-2,0,7,7,4,13,-10,0,-6
O=C(NC1CCCCC1)N1CCN(c2ncccn2)CC1,3,-3,-1,3,-2,8,-4,7,-7,-2
COC(=O)c1ccccc1NC(=O)C(=O)NCC1CCCO1 (configuration not stated),2,2,0,2,1,1,-1,0,8,-4
CCCCN1CC(COCc2ccccc2)Oc2cccc(Oc3ccc(C(C)C)cc3)c2S1(=O)=O (configuration not stated),-8,-1,-4,2,-6,11,-4,5,-13,5
Cc1ccc(S(=O)(=O)Nc2ccc(N3CCN(C)CC3)nc2)cc1,-7,-3,-1,3,16,6,1,0,-3,5
CCCCCC(=O)N1C[C@@H](O)[C@H](n2cc(C3CC3)nn2)C[C@@H]1c1ccc(OC)cc1,-10,-4,-2,2,-16,4,8,-1,-3,4
Cc1cc(Nc2cccc(Cl)c2)n2ncnc2n1,3,-1,2,-5,-9,-4,-16,4,14,-1
CC[C@H]1c2[nH]c3ccc(C(C)C)cc3c2[C@@H]2CCN3C(=O)CCC[C@H]1[C@H]23,4,-1,-18,1,-11,5,-10,-21,1,5
CC(C)CNc1ncnc2c1ncn2[C@H]1CN(Cc2ccc(C(=O)O)cc2)C[C@@H](CO)O1,-6,-2,-1,-4,4,-3,2,0,-9,-5
O=C1CS/C(=N\C(=O)N2c3ccccc3Sc3ccccc32)N1,0,-1,-3,-6,7,-3,7,-6,-11,-4

# As a short view, some entries already given:
SMILES,ADAM10 inh,ADAM17 inh,PLCg1 inh,SIAE primary,ASAP1 GAP inh,DDE Tn6 FP inh,TDP2 inh,PLC-beta3 inh,ARFGAP1 inhibitor,Tn7 DDE FP
COc1ccc(N(C(=O)c2csnn2)C(C(=O)NC2CCCC2)c2ccccc2)cc1 (configuration not stated),6,-2,-2,-1,-1,-2,11,-6,0,4
Cn1c(=S)n(/N=C/c2cccs2)c2ccccc21,-4,-2,0,7,7,4,13,-10,0,-6
O=C(NC1CCCCC1)N1CCN(c2ncccn2)CC1,3,-3,-1,3,-2,8,-4,7,-7,-2
COC(=O)c1ccccc1NC(=O)C(=O)NCC1CCCO1 (configuration not stated),2,2,0,2,1,1,-1,0,8,-4
CCCCN1CC(COCc2ccccc2)Oc2cccc(Oc3ccc(C(C)C)cc3)c2S1(=O)=O (configuration not stated),-8,-1,-4,2,-6,11,-4,5,-13,5
Cc1ccc(S(=O)(=O)Nc2ccc(N3CCN(C)CC3)nc2)cc1,-7,-3,-1,3,16,6,1,0,-3,5
CCCCCC(=O)N1C[C@@H](O)[C@H](n2cc(C3CC3)nn2)C[C@@H]1c1ccc(OC)cc1,-10,-4,-2,2,-16,4,8,-1,-3,4
Cc1cc(Nc2cccc(Cl)c2)n2ncnc2n1,3,-1,2,-5,-9,-4,-16,4,14,-1
CC[C@H]1c2[nH]c3ccc(C(C)C)cc3c2[C@@H]2CCN3C(=O)CCC[C@H]1[C@H]23,4,-1,-18,1,-11,5,-10,-21,1,5
CC(C)CNc1ncnc2c1ncn2[C@H]1CN(Cc2ccc(C(=O)O)cc2)C[C@@H](CO)O1,-6,-2,-1,-4,4,-3,2,0,-9,-5
O=C1CS/C(=N\C(=O)N2c3ccccc3Sc3ccccc32)N1,0,-1,-3,-6,7,-3,7,-6,-11,-4

# Next section:
SMILES,ADAM10 inh,ADAM17 inh,PLCg1 inh,SIAE primary,ASAP1 GAP inh,DDE Tn6 FP inh,TDP2 inh,PLC-beta3 inh,ARFGAP1 inhibitor,Tn7 DDE FP
Cc1cccc(N2CCN(C(=O)c3ccc4nc(-c5ccco5)c(-c5ccco5)nc4c3)CC2C)c1 (configuration not stated),-42,-18,-169,6,8,5,9,-246,-5,4
Cn1c(=O)n(CC(=O)Nc2ccccc2)c2ccccc21,-1,-2,3,-6,6,6,-1,5,-8,-2
Cc1ccc(C(=O)NCC(=O)NC2CC2)cc1,0,-3,3,4,-8,-1,-10,2,-8,0
CC(=O)c1sc(NC(=O)c2cc(=O)c3ccccc3o2)nc1C,0,3,1,-3,8,8,0,3,-9,-1
Cc1c(CCO)c(=O)n(-c2ccccc2)n1S(=O)(=O)c1c(Cl)cc(Cl)cc1Cl,-21,-4,-1,3,7,-7,1,-4,4,5
CC1CCN(CCCNS(=O)(=O)c2ccc3c(c2)CCN3C(=O)C2CC2)CC1,6,4,7,-3,-7,2,-31,-1,7,3
Cc1ccc(NC(=O)c2cc(=O)n(Cc3ccccc3)c(=O)[nH]2)cc1C,3,-2,-2,-2,-8,4,-8,2,0,4
CCOC(=O)c1cc(NC(=O)c2cnccn2)cc(C(=O)OCC)c1,-4,-4,3,2,-5,2,3,2,6,-5
C[C@H](NC(=O)N1CCn2c1nc1ccccc12)C(=O)N1CCCCC1,5,8,5,-6,-1,7,-3,-4,6,-4
O=C1Cc2cc(S(=O)(=O)N3CCCCC3)ccc2N1,-18,-4,-6,4,-11,-4,15,-9,-2,3
COCCOc1cc(NC(=O)c2ccccc2)c(Cl)cc1Cl,8,-2,6,-5,1,0,-7,0,-10,-1
CC(C)N(C(=O)[C@H]1C[C@H](CC(=O)NC(C)(C)C)C(=O)N2CCc3c([nH]c4cc(CCC(=O)N(C)C)ccc34)[C@]12C)C(C)C,-3,1,2,-3,6,1,-8,2,3,-3
CCOc1ccc(-c2nc(CN(Cc3ccccc3)C[C@@H]3CCC(=O)N3)c(C)o2)cc1,-4,-4,-1,-9,-10,-4,-11,-3,14,-3
Cc1ccc(Nc2ncnc3sccc23)c(C)c1,-5,-5,-1,1,1,6,0,-9,11,3
CCOC(=O)C1=C(C)NC(=S)NC1c1cccs1 (configuration not stated),8,3,2,2,5,6,0,2,10,-2
O=C(Nc1ccc(S(=O)(=O)Nc2nccs2)cc1)c1c(F)c(F)c(F)c(F)c1F,4,0,-3,-6,3,-3,5,-5,-5,1
CC1CCCC(C)N1C(=O)COC(=O)CNC(=O)C12CC3CC(CC(C3)C1)C2 (configuration not stated),-5,-1,-1,-5,-13,5,2,1,9,3
O=C(Cc1ccc([N+](=O)[O-])cc1)Nc1ccc2c(c1)C(=O)NC2=O,-91,-32,-49,-2,-1,-2,9,-82,-8,1
Cc1ccc(C(=O)NCC(c2ccc(F)cc2)N2CCOCC2)cc1S(=O)(=O)N1CCOCC1 (configuration not stated),-13,-5,4,3,5,-9,3,-6,5,-7
CSc1ccc(NC(=O)NCCN2CCc3ccccc3C2)cc1,-2,-7,2,-2,11,-10,-7,-4,1,-1
CC(C)C[C@H](N)C(=O)N1CCC(C(=O)N[C@H](C(=O)NC(C)c2ccccc2)C(C)C)CC1 (some centres not stated),-3,2,6,2,-4,-3,-11,7,12,-12

# Assay outcomes from PubChem BioAssay.

# This is a random part of the collection; any-hit rate near 3.6%.
